From PubChem BioAssay
K1F lysis inhibition: protection from phage-mediated lysis, alamar blue read-out – E. coli UTI89, K1F phage, bacterial capsule biogenesis inhibitors (AID 488966); E. coli UTI89 K1F phage lysis, alamar blue, 2 h; higher % means a stronger effect; 340,000 tested, 0.02% active; inhibition, % at 100 µM, or IC50 in µM where a hit was titrated;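 active means phage lysis inhibition, versus mean bacterial control, above a set limit; inconclusive means no clear call, values can overlap the other calls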;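 further: capsule biogenesis inhibitors block K1F phage lysis so surviving cells raise fluorescence; higher fluorescence means more inhibition of phage lysis; actives were called in the ten point dose series up to 300 µM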
NTR1 ag: agonists of NTR1, primary screen, imaging, U2OS cells, beta-arrestin-GFP, high content (AID 493036); activation, % at 20 µM; P30989; NTR1-U2OS beta-arrestin-GFP spot imaging, agonist mode; 330,000 tested, 0.17% active;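 active means activation at or above 40% of the spot to cytoplasm intensity ratio, with at least 20 cells analyzed; inconclusive means wells under 20 cells, flagged as cytotoxic or low count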;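 further: 0% = DMSO without peptide and 100% = 100 nM NTR1 peptide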
Target sequence (P30989 whole entry, looked up): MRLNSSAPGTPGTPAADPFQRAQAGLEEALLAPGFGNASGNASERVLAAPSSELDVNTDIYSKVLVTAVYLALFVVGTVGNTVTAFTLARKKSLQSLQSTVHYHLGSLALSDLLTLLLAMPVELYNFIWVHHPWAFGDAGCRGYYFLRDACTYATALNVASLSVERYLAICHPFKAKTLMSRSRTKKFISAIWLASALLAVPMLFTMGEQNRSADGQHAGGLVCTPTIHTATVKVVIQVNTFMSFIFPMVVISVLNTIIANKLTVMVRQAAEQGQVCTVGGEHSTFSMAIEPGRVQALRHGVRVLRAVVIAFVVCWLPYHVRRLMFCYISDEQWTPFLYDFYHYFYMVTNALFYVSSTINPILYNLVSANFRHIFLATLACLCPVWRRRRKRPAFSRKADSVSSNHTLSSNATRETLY
AID2073: disruptors of CaV2.2 binding to Mint1 – biochemical, HTRF (AID 2073) | HTRF protein-protein interaction, Mint1-CaV2.2; higher % means a stronger effect | inhibition, % at 20 µM; hits with a dose series show IC50 in µM | 290,000 tested, 0.19% active; in the data active means inhibition mostly above about 51%, no sharp cut-off; inconclusive means no clear call, values can overlap the other calls; inactive means mostly below about 53%; further: some results filed as inactive read as strong as hits
RSV antiviral HEp-2: inhibition of RSV-induced cytopathic effect – HEp-2 cells, primary 10 µM value included (AID 2391) | HEp-2 cells, RSV-induced CPE inhibition; higher % means a stronger effect | CPE inhibition, % at 10 µM; hits with a dose series show IC50 in µM | 310,000 tested, 0.13% active; in the data active means a potency from the dose series; inconclusive means CPE inhibition mostly from about 23% at the one dose, without a potency; inactive means the rest, 99 in 100 with CPE inhibition below about 21%; further: strong numbers were not always called active
NS5 inhibitors: flavivirus cap methylation enzyme inhibition – biochemical, confirmation dose response, primary screen (AID 588689); Dengue-2 NS5 methyltransferase capping enzyme assay, biochemical; higher % means a stronger effect; 340,000 tested, 0.3% active; one-dose inhibition, % at 25 µM; IC50 in µM for titrated hits; in the data active means a potency from the dose series; inconclusive means inhibition above about 29% without an active follow-up result
Autophagy HCS: alters autophagy in cells | calls only at 10 µM (by protocol) | MEF GFP-LC3 puncta imaging; test concentration mostly 10 µM | 190,000 tested, 0.98% active;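 active means percentage of spot-positive cells more than 3 SD above its plate mean, without a fluorescence outlier flag or 80% toxicity; inconclusive means no clear call, values can overlap the other calls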;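 further: spot-positive cell cutoff set from DMSO-treated cells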
WT yeast gro inh: growth inhibition of WT yeast, mitochondrial fusion screen; AID 1362; mitochondrial fusion phenotypic screen, WT strain; 190,000 tested, 2.1% active; inhibition, % at 10 µM; in the data active means inhibition above about 58%; tested in S. cerevisiae
GPR35 antagonists: GPR35 antagonists blocking zaprinast-driven arrestin recruitment, primary screen, imaging, U2OS, beta-arrestin-GFP, zaprinast agonist (AID 2058). 290,000 tested, 0.052% active. inhibition, % at 10 µM, or IC50 in µM where a hit was titrated. U2OS GPR35 beta-arrestin-GFP translocation imaging, zaprinast antagonism; higher % means a stronger effect;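 active means inhibition of at least 50% with at least 30 cells and total cytoplasm GFP at most 10,000,000; inconclusive means under 30 cells or total GFP of 10,000,000 plus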
LYP inhibition: PTPN22 lymphoid phosphatase activity blockers – biochemical, fluorescence intensity, uHTS (AID 1779); 290,000 tested, 0.054% active; recombinant LYP phosphatase, fluorescence intensity; higher % means a stronger effect; inhibition, % at 11.5 µM; hits with a dose series show IC50 in µM; in the data active means inhibition above about 50%;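 further: plate controls were vehicle with enzyme for no effect and no enzyme for full effect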
WT yeast gro inh mutant strain: recorded beside WT yeast gro inh, whose call it bears; inhibition, %; mitochondrial fusion phenotypic screen, mutant strain inhibition
Autophagy HCS cell loss 18 h: further read-out of Autophagy HCS, marked with its call; toxicity, %; measured here: cell loss, nuclei count;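 cell loss after 18 h compound exposure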
NTR1 ag cell count 20 µM: also measured in NTR1 ag; calls as there; cell count; measured here: cell count, cytotoxicity flag
NS5 inhibitors pilot replicate: recorded beside NS5 inhibitors, whose call it bears; inhibition, %; measured here: pilot screen replicate inhibition
Starred values were filed as active, the others as inactive; i = inactive; ? = inconclusive; / = not tested or not shown; + = active, no number; [ ] = dose if it differs, or a comment.

SMILES | K1F lysis inhibition | NTR1 ag | NTR1 ag cell count 20 µM | AID2073 | RSV antiviral HEp-2 | NS5 inhibitors | Autophagy HCS | Autophagy HCS cell loss 18 h | WT yeast gro inh | WT yeast gro inh mutant strain | GPR35 antagonists | LYP inhibition | others
CC(C)Cc1ccc(C(C)C(=O)Nc2ccc(O)cc2)cc1 (stereo not given) | -0.2% | 1.2 | 97 | 12% | 2.0% | -5% | i | 33 | 14 | -13 | 0% | -2%
CCCOc1cccc(C(=O)Nc2ccccc2C(=O)N2CCN(C)CC2)c1 | 1.3%[50 µM] | 3.9 | 66 | 0% | 1.8% | 1% | / | / | / | / | 10% | -7%
CN(CC1CCCN(CCc2ccc(Cl)cc2)C1)C(=O)c1ccc2nc[nH]c2c1 (stereo not given) | 0.2% | -1.9 | 49 | ? | -0.3% | -2% | / | / | / | / | -6% | -10%
CCCS(=O)(=O)C(=C1NCCO1)S(=O)(=O)CCC | 1.0% | 0.6 | 36 | -2% | -1.2% | -4% | i | -19 | -11 | 6 | 8% | -12%
O=C(CSc1ccccc1)Nc1ccc(-c2nc3ccccc3[nH]2)cc1 | 2.0% | 0.5 | 66 | 9% | 1.1% | 1% | i | 12 | -1 | -3 | 4% | -3%
CS(=O)(=O)NCc1csc(-c2ccccc2)n1 | 0.0% | 0.7 | 49 | -1% | 1.5% | 1% | i | 3 | -2 | 9 | -4% | 0%
CN1CCN(C(=O)c2cn(C)c3ccc(S(=O)(=O)N(C)C4CCCCC4)cc3c2=O)CC1 | -1.2% | 0.7 | 53 | -2% | 1.2% | 0% | i | 6 | 10 | 4 | 15% | -9%
Cc1ccsc1/C=N/NC(=O)c1c[nH]c2ccccc12 | 2.4% | -5.2 | 87 | -1% | 6.2% | -2% | i | -8 | 5 | 16 | 6% | 0%
CCOC(=O)c1cnc(SCC(=O)N2CCc3ccccc32)nc1N | 5.9% | 0.0 | 65 | -24% | -0.7% | -1% | i | -6 | -5 | -6 | -6% | 2%
CC12CCC(=O)N1C(C(=O)Nc1cc(Cl)ccc1N1CCCC1)CS2 (stereo not given) | 0.4%[50 µM] | 1.0 | 53 | / | 0.5% | 2% | / | / | / | / | / | /
Cc1nc(CS(=O)c2ccc(Cl)cc2)cc(N2CCOCC2)n1 (stereo not given) | 0.1% | -0.1 | 53 | -5% | 0.2% | 0% | i | -2 | 6 | 4 | -9% | -10%
COc1cc2cc(CCOC(=O)N3CCCCC3)oc(=O)c2cc1OC | 1.9% | -0.4 | 67 | / | -0.4% | 2% | / | / | / | / | / | /
CCOc1ccc(/C=N/NC(=O)CN2CCCCCCC2)cc1 | -0.6% | 2.2 | 43 | -7% | 1.2% | -13% | i | 5 | 0 | 5 | 5% | -4%
N#C/C(=C/c1ccc(Sc2nc3ccccc3[nH]2)o1)c1ccccc1F | 4.4% | 7.8 | 45 | -9% | -0.4% | -6% | i | 5 | 48 | 18 | -15% | 2%
COc1ccc(NC(=O)c2ccco2)cc1NC(=O)c1c(F)c(F)c(OC)c(F)c1F | 0.8% | -1.3 | 52 | 8% | 0.4% | -3% | i | 6 | 0 | 4 | 8% | -5%
CC(C)CCN1NC2(CCC(C)CC2)NC1=S (stereo not given) | 0.4% | -0.7 | 60 | -40% | 2.1% | -8% | / | / | / | / | 0% | -9%
COC(=O)CCC(C)N1CCC(Oc2ccc(C(=O)NCc3ccccn3)cc2)CC1 (stereo not given) | 0.3% | 0.1 | 53 | -2% | / | 0% | / | / | / | / | -8% | -10%
Cc1noc(C)c1CSc1nnc2ccc3ccccc3n12 | 4.7% | 3.3 | 45 | 35% | 0.7% | -5% | i | -3 | -13 | 5 | 6% | -4%
Clc1ccc(OCCCCCN2CCOCC2)cc1 | 0.1% | 0.6 | 71 | -1% | -0.3% | -1% | / | / | / | / | -8% | -6% | NS5 inhibitors pilot replicate=3.7
CCCC#Cc1ccc2c(c1)COc1c3ccccc3nn1-2 | -1.0% | -1.2 | 79 | / | 21% | -6% | / | / | / | / | / | /
CCOC(=O)C1=C(C)N=c2s/c(=C3/C(=O)Nc4ccccc43)c(=O)n2C1c1ccc(C)cc1 (stereo not given) | -1.2% | 3.9 | 87 | 9% | -2.1% | 23% | i | -3 | 7 | 2 | 19% | -2%
COc1ccc(C(OC(=O)c2ccco2)C(=O)NCC2CCCO2)cc1 (stereo not given) | -0.2% | 4.5 | 63 | 0% | 2.2% | -6% | i | 48 | 33 | -16 | 2% | -4%
CCOC(=O)N1CCN(C(=O)c2cc3c(s2)-c2ccccc2OC3)CC1 | -0.2% | -0.9 | 68 | 23% | 5.0% | -3% | / | / | -4 | 4 | 14% | -24%
Cc1nc(-c2ccccn2)nc(SCC(=O)c2ccc(F)cc2)c1Cl | 0.4% | 0.7 | 49 | -7% | 5.0% | -13% | / | / | / | / | -10% | -1%
CCCN1CCN(CCNC(=O)Nc2ccccc2Cl)CC1 | 0.7%[50 µM] | -1.6 | 68 | 4% | -0.6% | 3% | / | / | / | / | 14% | -6%

Reprinted at random: five records from the list.
SMILES | K1F lysis inhibition | NTR1 ag | NTR1 ag cell count 20 µM | AID2073 | RSV antiviral HEp-2 | NS5 inhibitors | Autophagy HCS | Autophagy HCS cell loss 18 h | WT yeast gro inh | WT yeast gro inh mutant strain | GPR35 antagonists | LYP inhibition | others
CCCN1CCN(CCNC(=O)Nc2ccccc2Cl)CC1 | 0.7%[50 µM] | -1.6 | 68 | 4% | -0.6% | 3% | / | / | / | / | 14% | -6%
CCCS(=O)(=O)C(=C1NCCO1)S(=O)(=O)CCC | 1.0% | 0.6 | 36 | -2% | -1.2% | -4% | i | -19 | -11 | 6 | 8% | -12%
O=C(CSc1ccccc1)Nc1ccc(-c2nc3ccccc3[nH]2)cc1 | 2.0% | 0.5 | 66 | 9% | 1.1% | 1% | i | 12 | -1 | -3 | 4% | -3%
CC(C)CCN1NC2(CCC(C)CC2)NC1=S (stereo not given) | 0.4% | -0.7 | 60 | -40% | 2.1% | -8% | / | / | / | / | 0% | -9%
CCCC#Cc1ccc2c(c1)COc1c3ccccc3nn1-2 | -1.0% | -1.2 | 79 | / | 21% | -6% | / | / | / | / | / | /

(list continues)
SMILES | K1F lysis inhibition | NTR1 ag | NTR1 ag cell count 20 µM | AID2073 | RSV antiviral HEp-2 | NS5 inhibitors | Autophagy HCS | Autophagy HCS cell loss 18 h | WT yeast gro inh | WT yeast gro inh mutant strain | GPR35 antagonists | LYP inhibition | others
C/C(CC(=O)Nc1cccnc1)=N\NC(=O)C(=O)Nc1cccc(C)c1 | -1.6% | 1.2 | 51 | 0% | 0.5% | 7% | + | -7.9* | 10 | -9 | 1% | -7%
CC(C)(C)SCCNC(=O)CN(c1ccc(F)c(Cl)c1)S(C)(=O)=O | 6.0% | 1.0 | 75 | 11% | 0.3% | -6% | i | -2 | -19 | -2 | 18% | -4%
O=C(CP(=O)(c1ccccc1)c1ccccc1)Nc1cccc(CP(=O)(c2ccccc2)c2ccccc2)c1 | 0.2% | 1.6 | 41 | 10% | ? | 0% | / | / | / | / | -1% | -2%
O=C(Nc1ccc(N2CCN(C(=O)c3ccco3)CC2)cc1)c1ccc2c(c1)OCO2 | 0.2% | -2.1 | 108 | -39% | -1.1% | -1% | i | 1 | -1 | -7 | 12% | -4%
CC1(C)S[C@@H]2[C@H](NC(=O)COc3ccccc3)C(=O)N2C1C(=O)OCC1CCCCC1 (stereo not given in full) | -0.2% | -0.3 | 58 | / | -0.3% | -7% | / | / | / | / | / | /
COc1ccc(Nc2ccccc2N)cc1 | -0.8% | 7.5 | 63 | -13% | 0.5% | -30% | i | 10 | 26 | 43 | 16% | 6%
C1CC(CN2CCOCC2)CN(Cc2nc(CC3CC3)no2)C1 (stereo not given) | 0.0% | -1.7 | 70 | -13% | 2.0% | -8% | i | 9 | 6 | 10 | 3% | -7%
O=S(=O)(c1cccc(Br)c1)N1CCN(c2ccnc3cc(Cl)ccc23)CC1 | 0.1% | 5.7 | 61 | 12% | 5.5% | -6% | / | / | / | / | -12% | -7%
CC(=O)N1c2ccccc2C(CBr)=CC1(C)C | 0.6% | 0.1 | 54 | 7% | / | -5% | / | / | / | / | 4% | -3%
COc1ccccc1C(=O)N/C(=C\c1ccc(Br)cc1)C(=O)NCCCO | 0.1% | 0.3 | 44 | 1% | 1.6% | 5% | i | 0 | 1 | 18 | -3% | -4%
CC(C)c1cc(N=NC(N)=O)cc(C(C)C)c1O | -0.5% | -0.8 | 68 | -2% | 2.7% | 7% | i | -3 | -3 | -10 | -4% | -8%
O=C(NC1CCSc2ccccc21)c1c(F)cccc1Cl (stereo not given) | -0.5%[50 µM] | 0.6 | 63 | 0% | 1.2% | -1% | / | / | / | / | 8% | -8%
O=[N+]([O-])c1ccc(OCc2cnc(Cl)s2)c([N+](=O)[O-])c1 | -0.5% | -0.2 | 32 | -5% | -3.2% | -5% | i | -27 | 10 | 9 | -16% | -4%
c1ccc(-c2oc3ncnc(NCCCN4CCOCC4)c3c2-c2ccccc2)cc1 | -0.4% | -1.4 | 92 | 0% | 0.3% | -8% | i | 9 | -6 | 3 | -5% | -8% | NS5 inhibitors pilot replicate=3.3
CC(C)=N/N=C(\N)SCc1ccccc1 | -0.1% | -0.9 | 66 | -7% | -1.6% | 8% | / | / | / | / | 1% | -5%
N#CC1(NC(=O)COC(=O)c2nc(Cl)ccc2Cl)CCCCC1 | 1.0%[50 µM] | 0.1 | 54 | / | -2.0% | 3% | / | / | / | / | / | /
Cc1cccc(NC(=O)COC(=O)CSc2ccccc2)c1C | 0.6%[50 µM] | 0.1 | 88 | / | 0.7% | -1% | / | / | / | / | / | /
O=S(=O)(Nc1ccccn1)c1ccc(C2CCCCC2)cc1 | 3.1% | -0.7 | 46 | 10% | 6.5% | -5% | i | 3 | -17 | 32 | -9% | -9%
CC(C)C(CCNC1CCN(C)CC1)c1ccc(Cl)cc1 (stereo not given) | 0.3% | 2.4 | 85 | -4% | 3.7% | -1% | / | / | / | / | 9% | -10%
O=C(CN(C(=O)CCC(=O)Nc1ccccn1)c1ccc(F)cc1)NCc1ccco1 | 0.7% | 0.6 | 37 | 7% | 1.5% | 5% | / | / | / | / | 6% | -6%
Cc1ccc(NC(=O)c2ccccc2OCC(=O)c2ccc(F)cc2)cc1 | 0.0% | 2.6 | 49 | 6% | 1.8% | -6% | i | 6 | 6 | 13 | -11% | -5%
CC(=O)c1cccc(NC(=O)C2CC(=O)N(CCc3ccccc3)C2)c1 (stereo not given) | -0.3% | 8.6 | 32 | -4% | 0.6% | 3% | i | 14 | 0 | -1 | -5% | -5%
O=C1c2ccccc2NC(c2cccc(O)c2)N1NS(=O)(=O)c1ccccc1 (stereo not given) | 0.1% | -1.2 | 90 | 15% | -1.2% | 0% | i | -2 | -10 | -10 | -2% | -9%

This is a random part of the collection (roughly 2.6% active in at least one column).
